# bCat KO growth – beta-catenin-lacking colon tumor cell growth suppression. HCT116 beta-catenin knockout viability, CellTiter-Glo, 60 h; active compounds read low. 140,000 compounds, 1.5% hits. viability, % at 10 µM;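 active = viability at or under a set limit, the compound median less 4 SD, cut at about 6% in these data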;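 note: 0% = Hyamine 1622 control at 20 µM and 100% = untreated cell control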
# MRP-1 activ – activators of MRP-1; H69AR cells + doxorubicin, viability rescue, CellTiter-Glo; viability increase, % at 10 µM; 140,000 compounds, 0.61% hits;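 active = viability gain under doxorubicin at or above a set limit, the compound median plus 3 SD, cut at about 4.7% in these data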;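 note: MRP-1 overexpressing cells given doxorubicin 25 µM after compound pretreatment; 18-22 h compound pretreatment then 72 h with doxorubicin before readout; 0% = doxorubicin-only wells and 100% = vehicle-treated cells without doxorubicin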
# BB579 growth dn – chemicals that inhibit yeast BB579 growth in restrictive medium (lifespan-shortening candidates); S. cerevisiae BB579 growth, OD615, 48 h; inhibition, % at 10 µM; 140,000 compounds, 0.51% hits;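 active = inhibition above a set limit, 3 SD over the mean compound inhibition, cut at about 44% in these data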; note: inactives centre near -24
#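 System: DeaD yeast strain BB579; buffer or medium: CSMM-D dextrose restrictive medium; technique: OD at 615 nm; schedule: 4 h cell preincubation, 48 h compound exposure, 30 °C humidified; doses: single 10 µM dose; controls: amphotericin B 10 µg/mL, positive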
# PTEN del growth – PTEN-deleted cell growth suppression; HCT116 PTEN-null viability, CellTiter-Glo, 60 h; active compounds read low; viability, % at 10 µM; 140,000 compounds, 1.2% hits;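 active = viability at or below a set limit, 4 SD under the median of all tested compounds, cut at about 3.7% in these data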;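 note: PTEN knockout HCT116 line with beta catenin targeted HCT116 as companion control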
# E-sel TNF inh – TNF alpha driven E-selectin expression inhibition. HUVEC TNFa-induced E-selectin immunofluorescence, high content. inhibition, % at 2 µM. AID 1246. 120,000 compounds, 0.71% hits;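 active = inhibition above the batch mean plus 3 SD, and confirmed as a hit on visual image review, cut at about 43% in these data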;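 note: 0% = TNF-stimulated DMSO wells and 100% = unstimulated control wells; not every result past the cut was called active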
# GALR2 blocker – blocks the human galanin receptor 2. GALR2-expressing cells, antagonist mode. inhibition, % at 4 µM. 140,000 compounds, 0.39% hits; in the data active = inhibition above about 27%;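 note: cells stimulated with galanin 1-16 at roughly its EC80; 0% = agonist challenge control and 100% = basal control without agonist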
# Target sequence (O43603 whole entry, looked up): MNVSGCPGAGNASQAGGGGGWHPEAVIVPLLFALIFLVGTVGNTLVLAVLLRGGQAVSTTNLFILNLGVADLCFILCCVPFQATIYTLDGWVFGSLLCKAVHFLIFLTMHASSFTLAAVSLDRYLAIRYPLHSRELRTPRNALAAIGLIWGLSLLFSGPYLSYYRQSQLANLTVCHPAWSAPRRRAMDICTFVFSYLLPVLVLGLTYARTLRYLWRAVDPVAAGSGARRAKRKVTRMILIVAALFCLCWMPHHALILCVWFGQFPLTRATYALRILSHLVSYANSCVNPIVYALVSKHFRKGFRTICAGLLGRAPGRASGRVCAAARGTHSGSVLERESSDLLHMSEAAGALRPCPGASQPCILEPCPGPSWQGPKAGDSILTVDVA
# Measles CPE – protection of cells from measles virus. Measles virus-infected cells, CPE protection, absorbance. protection (pct of control), % at 4 µM. 140,000 compounds, 1.5% hits. AID 841; in the data active = protection mostly above about 24%, no sharp cut-off; inactive = mostly below about 26%; note: some compounds called inactive have numbers as strong as hits
# Phagocytosis inh – macrophage phagocytosis inhibition | J774A.1 macrophage IgG-bead phagocytosis, imaging | inhibition, % at 5 µM | 110,000 compounds, 0.07% hits | AID 1029;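 active = inhibition above the mean of the plate negative controls plus 5 SD, cut at about 13% in these data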;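 note: phagocytic index as fraction of beads internalized from green versus red external bead signal; plate controls were DMSO negative control for no effect and cytochalasin-D positive control for full effect; some results beyond the cut were filed as inactive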
# Yeast life ext – extends the lifespan of yeast. inhibition of the nicotinamide effect, % at 10 µM. S. cerevisiae growth with nicotinamide, OD615; deaD strain in restrictive glucose medium. 130,000 compounds, 0.68% hits;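 active = inhibition above a set limit, placed 3 SD over the median of all compounds, cut at about 26% in these data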;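 note: 0% = nicotinamide-treated wells and 100% = cells grown without nicotinamide; some compounds called inactive have numbers as strong as hits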
#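 System: Modified budding yeast, DeaD strain | Buffer or medium: Restrictive glucose medium | Also added: 1.5 mM nicotinamide | Doses: 10 µM single point, 0.25% DMSO | Schedule: 48 h compound exposure at 30 °C, humidified | Detection: Absorbance at 615 nm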
# NPY-Y2 antag – NPY-Y2 (human) receptor antagonism; inhibition, % at 2.7 µM; P49146; AID 793; NPY-Y2 expressing cells, antagonist mode; 140,000 compounds, 0.99% hits; in the data active = inhibition above about 17%;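 note: 0% = vehicle with agonist challenge and 100% = reference antagonist with challenge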
# Target sequence (P49146 whole entry, looked up): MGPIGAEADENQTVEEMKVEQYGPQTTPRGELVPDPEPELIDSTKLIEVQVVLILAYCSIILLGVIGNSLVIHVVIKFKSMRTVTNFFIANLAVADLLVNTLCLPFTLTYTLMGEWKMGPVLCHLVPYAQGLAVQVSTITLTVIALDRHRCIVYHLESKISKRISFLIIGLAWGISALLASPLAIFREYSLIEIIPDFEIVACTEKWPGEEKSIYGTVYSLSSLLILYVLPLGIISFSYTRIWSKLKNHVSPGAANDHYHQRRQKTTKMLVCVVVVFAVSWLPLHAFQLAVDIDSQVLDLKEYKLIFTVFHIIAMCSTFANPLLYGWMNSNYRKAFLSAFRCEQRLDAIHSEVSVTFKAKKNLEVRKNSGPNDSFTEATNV
# An asterisk follows results filed as active; . = no result given.
structure	bCat KO growth	MRP-1 activ	BB579 growth dn	PTEN del growth	E-sel TNF inh	GALR2 blocker	Measles CPE	Phagocytosis inh	Yeast life ext	NPY-Y2 antag
O=c1c(C/C=C/c2ccccc2)c(O)nc2n1CCCS2	84	0.2	-55	87	.	8	9	-2	-11	0
CCOC(=O)COc1cccc2c(=O)n(CC(=O)N3CCN(C(=O)OCC)CC3)ccc12	98	-0.2	35	97	13	-9	11	.	-4	0
Cn1cnnc1SCC(=O)N1N=C2/C(=C/c3ccco3)CCCC2C1c1ccco1 (stereo not given)	89	-3.3	-44	92	-17	13	10	1	-22	-1
CSc1ncc(Cl)c(C(=O)Nc2ccc(S(=O)(=O)N3CCOCC3)cc2)n1	105	-1.1	-35	81	13	1	5	1	-11	1
O=C(N/N=C/c1ccc2c(c1)OCO2)c1sc2cccc(Cl)c2c1Cl	53	-0.9	-34	59	.	-2	12	-1	-9	2
COc1ccc2[nH]c3c(=O)n(CCCCC(=O)N4CCC(C(N)=O)CC4)c(=S)[nH]c3c2c1	87	-2.6	-9	99	-5	17	9	-1	-26	5
O=C(CCc1nc2ccccc2s1)Nc1ccccc1	96	2.4	-23	96	13	-9	6	-4	-8	2
CCNC(=S)NNC(=O)c1cc(-c2cccc(OC)c2)nc2ccccc12	101	1.1	3	92	-6	2	3	-2	-1	5
c1coc(-c2nnc3sc(C4CCCCC4)nn23)c1	94	-2.9	-26	86	-64	6	11	1	-4	1
O=C(CCC(=O)N1CCN(C2CCCC2)CC1)Nc1nnc(C(F)(F)F)s1	85	1.2	-52	89	.	9	9	0	-8	2

# Exported as labelled records: part of the list above
c1coc(-c2nnc3sc(C4CCCCC4)nn23)c1
  bCat KO growth: 94 | MRP-1 activ: -2.9 | BB579 growth dn: -26 | PTEN del growth: 86 | E-sel TNF inh: -64 | GALR2 blocker: 6 | Measles CPE: 11 | Phagocytosis inh: 1 | Yeast life ext: -4 | NPY-Y2 antag: 1

O=C(CCc1nc2ccccc2s1)Nc1ccccc1
  bCat KO growth: 96 | MRP-1 activ: 2.4 | BB579 growth dn: -23 | PTEN del growth: 96 | E-sel TNF inh: 13 | GALR2 blocker: -9 | Measles CPE: 6 | Phagocytosis inh: -4 | Yeast life ext: -8 | NPY-Y2 antag: 2

# Next part
structure	bCat KO growth	MRP-1 activ	BB579 growth dn	PTEN del growth	E-sel TNF inh	GALR2 blocker	Measles CPE	Phagocytosis inh	Yeast life ext	NPY-Y2 antag
CCOC(=O)c1cnc2c(cnn2C)c1NCCC(O)C(F)(F)F (stereo not given)	90	-3.6	-27	105	8	-2	2	.	-15	5
CN1CCN(CC(=O)NC2CCCCC2)CC1	93	0.3	-41	106	13	-13	24	-2	-1	5
CCCS(=O)(=O)c1nc(S(=O)(=O)c2ccc(C)cc2)c(NCc2ccco2)s1	101	-1.0	-2	97	-5	-6	16	0	0	6
CCCCn1c2c(c(=N)c3c1CCC3)CCC2	18	-2.6	-9	31	-3	6	6	0	2	4
COc1ccc(CCC(=O)N2c3ccccc3CC2C)cc1 (stereo not given)	98	-1.6	-42	99	-5	1	9	.	-17	2
CC(=O)[C@@]1(O)CC[C@H]2[C@@H]3CCC4=CC(=O)CC[C@]4(C)[C@H]3[C@@H](O)C[C@@]21C	88	1.5	-1	97	.	-7	18	.	0	0
O=C(c1cc([N+](=O)[O-])ccc1N1CCOCC1)N1CCCCC1	102	-2.5	-12	106	5	5	9	-3	3	3
CCOC(=O)C1CCN(Cc2coc3c(Cl)cc(Cl)cc3c2=O)CC1	77	-2.0	-30	84	26	2	2	.	-5	2
Cc1cc(=O)oc2cc(Nc3ccccc3)ccc12	87	-1.7	-9	91	.	12	7	-4	-4	-4
COc1ccc(C(C)=O)cc1CSc1nnc(C)s1	99	0.8	-32	107	.	4	22	1	-8	3
COc1ccc(N(CC(=O)Nc2ccc(C)cn2)S(=O)(=O)c2c(C)noc2C)cc1	77	-1.7	-76	81	.	-14	6	.	5	9
COc1cc(S(=O)(=O)N2CCC(O)(c3cccc(C(F)(F)F)c3)CC2)ccc1-n1cnnn1	88	-2.0	-40	94	-15	-5	5	.	5	-3
COc1cccc(-c2nn(-c3ccccc3)cc2C(=O)n2nnc3ccccc32)c1	15	-1.9	-36	7	8	-5	18	-1	-11	7
Cc1cc(C)c2c(c1)C1C=CCC1C(c1ccc(S(=O)(=O)N3CCOCC3)cc1)N2 (stereo not given)	87	-2.9	-20	95	-24	-8	2	.	-13	3
CCC(=O)NCCCCNC(=O)CC	100	-0.1	26	104	-1	16	3	0	2	-1
Nc1nnc(SCC(=O)Nc2ccc(F)c(Cl)c2)n1-c1ccccc1	95	-1.0	11	88	-4	-6	19	-7	-11	2
O=C1c2ccccc2C(=O)N1OCc1ccccc1	87	-0.8	-7	101	-11	-1	16	-5	72*	-1
CCOC(=O)N1CCN(C(=O)Cn2nc(C)c3sc4ccccc4c3c2=O)CC1	97	-3.3	45*	90	.	-6	9	2	-6	-2
CC1CN(C(=O)c2ccccc2C(=O)c2ncc[nH]2)CC(C)O1 (stereo not given)	90	-1.5	12	81	.	-17	4	1	-2	4
Nc1nc2n(n1)C(c1ccco1)CC(c1ccc(Cl)cc1)N2 (stereo not given)	88	2.8	7	81	-9	1	20	-1	-11	-1
CN(c1ccccc1C(=O)Nc1ccc2c(c1)OCO2)S(C)(=O)=O	86	-2.4	-4	83	-39	5	8	.	-3	-1
O=C(NC1CCCCC1)N1CCN(C2CCCCC2)CC1	89	-0.4	14	100	-9	-3	4	0	-6	8
COc1cccc(NC(=O)CCSc2ccc(C)cc2)c1	99	-0.8	-28	104	.	16	14	-9	-4	3
Cn1nc(C(F)(F)F)c(/C=N/OC(=O)c2ccccc2Cl)c1SCc1ccc(Cl)cc1	64	-4.4	-36	68	-12	-7	19	.	-5	2
CCc1cccc(CC)c1NC(=O)CCCSc1nc2ccccc2s1	74	-1.7	-22	80	.	10	3	-3	7	13
Cc1cc(SCC(=O)c2ccccc2)nc(SCC(=O)c2ccccc2)n1	97	0.2	-21	96	1	-11	5	.	-6	14
COC(=O)[C@H](C)NC(=O)NC1CCCc2ccccc21 (stereo not given in full)	99	-2.0	-11	96	.	11	56*	0	-6	4
COc1ccccc1/C=N/NC(=O)C1=NNC(c2ccccc2)(c2ccccc2)C1	83	-2.5	-23	79	-3	9	19	.	.	-4
O=C(CNC(=S)NC(=O)C1CCCCC1)c1ccccc1	100	0.5	-34	107	.	-1	6	-2	-3	2
Cc1ccc(NC(=O)CN2C(=O)S/C(=C\c3cc(C)n(C)c3C)C2=O)cc1	71	-3.5	-46	75	-23	-2	0	.	-14	8
CCCOc1ccc(N2C(=O)CC(N3CCN(C(=O)c4ccco4)CC3)C2=O)cc1 (stereo not given)	108	-1.0	-41	111	-8	9	2	-1	-27	-2
c1cncc(-c2nc(N3CCCCCC3)c3ccccc3n2)c1	74	-1.2	-41	72	-12	-6	21	2	-8	10
COc1ccc2oc3ccc(OC)cc3c(=O)c2c1	88	-1.3	39	85	29	-5	9	.	-25	2
Cc1ccc(S(=O)(=O)N2CCN(C(=O)CCC(=O)OCC(=O)Nc3cccc(C#N)c3)CC2)cc1	96	-1.3	26	85	-18	-5	5	0	-7	0
CC1(c2ccccc2)CC(C)(C)N2C(=O)/C(=C3\SC(=S)NC3=O)c3cccc1c32 (stereo not given)	77	-4.6	-13	68	.	8	23	.	12	0
CC1Cc2ccccc2N1C(=O)CN1CCc2ccccc2C1 (stereo not given)	84	-2.2	-49	75	-13	11	6	-1	8	4
CCCCN(CC)CCCNC(=O)c1cc2c(=O)n(C)c3ccccc3c2n1C	51	-5.0	0	52	.	-4	6	.	-1	5
C/C(=N/NC(=O)Cc1cccn1C)c1ccccc1	71	-3.6	-23	92	2	6	10	.	-12	0
COC(=O)COC(=O)c1ccccc1NC(=O)c1ccccc1	95	3.0	-21	101	.	3	10	-5	-6	4
CSc1nnc(-c2sc3cc(C(F)(F)F)cnc3c2-c2ccccc2)n1C	21	-2.1	-4	27	5	-20	3	0	-4	3
O=C1CCCC2=C1C1(CCCCC1)N=C(Nc1nc3ccccc3s1)N2	89	0.2	-60	96	-7	-8	11	-1	4	1
CC(=O)NS(=O)(=O)c1cccnc1Nc1cccc(Cl)c1	103	-1.2	-8	102	4	6	18	-1	-7	9
Cc1ccccc1-n1nc(C)c2cc(C(=O)N3CCOCC3)sc21	92	-3.3	-24	90	20	-10	2	1	-22	0
COC(=O)c1sc(S(=O)(=O)Nc2ccc(Br)cc2)c(C(=O)OC)c1C	87	-1.6	-12	95	.	-3	2	-5	42*	1
CCn1c(=O)c(C(=O)CN2c3ccccc3CC2C)c(N)n(Cc2ccccc2)c1=O (stereo not given)	61	-4.2	-31	49	14	-8	9	-8	1	2
CCCCCCC(=O)N/N=C/c1ccc(Br)cc1	99	2.6	-41	101	.	-6	15	-6	-3	4
O=C(Nc1cccc(F)c1)c1ccccc1	95	-1.4	-6	99	5	10	5	.	-33	-1
CCC(=O)N1CCN(c2ccc(OC)cc2[N+](=O)[O-])CC1	94	-0.9	-19	105	-35	0	14	-1	-7	1
Cc1ccc(S(=O)(=O)Nc2ccc(Cl)cc2)cc1NC(=O)Cn1cnc2c1c(=O)n(C)c(=O)n2C	75	-1.1	-17	87	.	8	13	-12	1	0
O=[N+]([O-])c1ccc(C(=Nc2cccc3ccccc23)N2CCOCC2)cc1	67	-3.0	1	75	-6	-6	9	.	-20	1

# Going on with the list:
structure	bCat KO growth	MRP-1 activ	BB579 growth dn	PTEN del growth	E-sel TNF inh	GALR2 blocker	Measles CPE	Phagocytosis inh	Yeast life ext	NPY-Y2 antag
Clc1cccc(-c2cc3nc4c(c(N5CCNCC5)n3n2)CCCC4)c1	1.5*	-8.1	-68	1.0*	-14	-1	21	.	.	-1
COc1cc(C2c3sc(=O)[nH]c3SC3C4CCC(C4)C23)ccc1O (stereo not given)	93	-1.7	-68	99	.	-9	7	0	-12	-3
O=C(NCC(=O)N(Cc1ccco1)C(C(=O)NC1CCCCC1)c1cccnc1)c1ccco1 (stereo not given)	100	-1.2	-4	92	9	4	16	-2	-10	-1
CCOCCOC(=O)c1[nH]c2c(c1C)C(=O)CC(c1ccc(N(C)C)cc1)C2 (stereo not given)	42	-2.7	6	35	.	-7	10	0	-16	2
COc1ccc(OCC(O)CN2CCCCC2)cc1 (stereo not given)	106	-1.1	-2	87	18	0	18	1	-6	4
CC(C)(C)c1csc(NC(=O)c2ccc(Cl)s2)n1	58	-1.0	-28	79	-2	6	3	3	-12	2
Cc1cccc(N=C2NC(=O)/C(=C/c3cccs3)S2)c1	103	-0.3	-12	91	.	-4	33	2	-4	7
CC1CN(C2CCN(S(=O)(=O)Cc3ccccc3)CC2)CC(C)O1 (stereo not given)	103	-1.0	-52	104	.	-9	9	0	0	0
Cc1cc(Cl)ccc1OC(C)C(=O)Nc1ccccc1N1CCOCC1 (stereo not given)	68	-4.9	-19	67	.	2	10	-1	-7	9
Cc1ccc(C(=O)NCCCc2ccccc2)s1	101	1.0	-8	101	.	-5	17	-3	-6	0
Cn1c(CCCNC(=O)c2cccs2)nc2ccccc21	97	0.4	-4	103	-26	-2	5	0	-16	0

# Source: PubChem BioAssay
